# Thrombin inh: thrombin (human) inhibition. 0.26% of 220,000 active. P00734. alpha-thrombin, Boc-VPR-AMC fluorogenic substrate cleavage. AID 1046. inhibition, % at 5 µM;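 active = inhibition at or above 40%; inactive = inhibition below 40%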;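 note: 0% = enzyme with no compound and 100% = wells without enzyme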
#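 System – human alpha-thrombin · Medium – pH 7.5 Tris (50 mM) with NaCl 150 mM, Tween 20 0.05% · Compound – single-point dosing at 5 µM, 0.2% DMSO · Incubation – enzyme reaction carried out at room temperature · Technique – fluorescence of released AMC, ex 355 nm, em 460 nm · Read-out basis – % inhibition of thrombin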
# Wee1 stabilizer: human Wee1 degradation inhibition, primary screen. AID 1321. 1.2% of 220,000 active. P30291. reporter increase, % at 5 µM. HeLa Luc-Wee1K328M stability, luciferase luminescence; 100% = proteasome inhibitor MG132 effect;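 active = activation above the mean of all tested compounds plus 3 SD, set per screening run, cut at about 8.8% in these data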;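 note: cells exposed to compound for 20 h before luminescence read; 0% = DMSO alone and 100% = MG132 at 30 µM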
# p97 inhibitor: blocks human p97 ATPase activity; recombinant p97 ATPase, Kinase-Glo ATP luminescence, 3 h; inhibition, % at 8 µM; 0.42% of 220,000 active; AID 1481; in the data active = inhibition above about 15%;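 note: 0% = DMSO vehicle and 100% = wells lacking enzyme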
# FXIa inh: inhibitors of human coagulation factor XIa; P03951; inhibition, % at 5 µM; 0.14% of 220,000 active; purified FXIa, Boc-Glu-Ala-Arg-AMC fluorogenic substrate;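 active = inhibition of at least 40%; inactive = inhibition below 40%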;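 note: fluorescence of freed AMC excited at 355 nm; 0% = enzyme without compound and 100% = no enzyme blank; many of its hits are not listed in these tables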
# KLK5 inh: blocks human kallikrein 5 protease activity | 0.59% of 210,000 active | AID 873 | recombinant hK5, fluorogenic AMC substrate cleavage | inhibition, % at 5 µM | Q9Y337;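 active = inhibition of 40% or more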;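 note: 0% = enzyme controls without compound and 100% = no-enzyme blanks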
# Cl transport mod: modulators of human KCC2 chloride dependent transport; Q9H2X9; 2.2% of 190,000 active; B-score of Tl+ flux slope (higher = more flux/activation; lower = inhibition) at 10 µM; KCC2 cells, thallium flux FluoZin-2 fluorescence;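 active = thallium flux slope and its plate-corrected score both differing from the plate sample mean at a set confidence after two filtering rounds, in either direction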;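 note: slope of fluorescence scaled to starting intensity during 10 to 20 s after thallium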
# Furin inh: blocks human furin protease activity; 0.061% of 220,000 active; P09958; AID 463115; inhibition, % at 30 µM; purified furin, fluorogenic substrate cleavage; in the data active = inhibition above about 25%; note: inactives centre near -15
# PERK inhibitor: inhibitors of human PERK kinase; Q9NZJ5; CHO PERK-DD fusion, SEAP luminescence translation reporter; 0.17% of 220,000 active; inhibition, % at 5.6 µM;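 active = inhibition above the mean inhibition of all tested compounds plus 3 SD, set separately per screening campaign, cut at about 2.9% in these data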;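 note: PERK kinase domain activated by AP20187 dimerizer at 100 nM; 0% = DMSO with dimerizer and 100% = rapamycin at 8.4 µM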
# Target sequence (Q9NZJ5 whole entry, looked up, the tested form may be a part): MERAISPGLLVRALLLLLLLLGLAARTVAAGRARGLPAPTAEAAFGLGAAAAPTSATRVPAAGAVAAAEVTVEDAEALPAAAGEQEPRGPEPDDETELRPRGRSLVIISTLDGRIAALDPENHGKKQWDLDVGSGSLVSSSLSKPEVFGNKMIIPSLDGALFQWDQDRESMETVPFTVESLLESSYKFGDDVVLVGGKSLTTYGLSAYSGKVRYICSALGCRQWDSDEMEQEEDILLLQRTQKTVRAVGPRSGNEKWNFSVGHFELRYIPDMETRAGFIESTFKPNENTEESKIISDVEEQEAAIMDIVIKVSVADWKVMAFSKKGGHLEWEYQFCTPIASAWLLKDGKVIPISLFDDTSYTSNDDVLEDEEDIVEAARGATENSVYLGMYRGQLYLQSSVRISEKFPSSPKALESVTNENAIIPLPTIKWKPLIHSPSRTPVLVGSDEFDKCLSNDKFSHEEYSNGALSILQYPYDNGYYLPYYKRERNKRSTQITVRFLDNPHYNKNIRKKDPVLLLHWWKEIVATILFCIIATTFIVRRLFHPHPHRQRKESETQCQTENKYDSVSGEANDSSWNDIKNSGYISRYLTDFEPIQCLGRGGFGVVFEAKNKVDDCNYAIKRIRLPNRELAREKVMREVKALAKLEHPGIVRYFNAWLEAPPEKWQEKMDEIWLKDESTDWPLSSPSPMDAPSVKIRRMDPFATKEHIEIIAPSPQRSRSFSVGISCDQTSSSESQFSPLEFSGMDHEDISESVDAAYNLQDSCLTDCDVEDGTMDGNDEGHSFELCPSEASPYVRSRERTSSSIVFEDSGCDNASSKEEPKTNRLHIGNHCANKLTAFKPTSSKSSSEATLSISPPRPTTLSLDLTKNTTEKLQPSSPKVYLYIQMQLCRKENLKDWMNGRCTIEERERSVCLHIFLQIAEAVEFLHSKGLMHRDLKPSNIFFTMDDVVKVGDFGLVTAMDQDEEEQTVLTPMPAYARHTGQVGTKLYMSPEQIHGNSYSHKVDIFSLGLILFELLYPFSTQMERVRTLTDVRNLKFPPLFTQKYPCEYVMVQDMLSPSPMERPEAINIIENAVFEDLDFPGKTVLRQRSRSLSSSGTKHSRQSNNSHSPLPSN
# FXIIa inh: inhibitors of human coagulation factor XIIa | purified FXIIa, Boc-QGR-AMC fluorogenic substrate, 2 h | inhibition, % at 5 µM | 0.3% of 220,000 active; in the data active = inhibition above about 40%;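 note: 0% = enzyme with no compound and 100% = blank without enzyme; many of its hits are not listed in these tables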
# * = called active by the depositor; i = inactive; · = not tested or not shown; [ ] = dose if it differs, or a comment.
SMILES,Thrombin inh,Wee1 stabilizer,p97 inhibitor,FXIa inh,KLK5 inh,Cl transport mod,Furin inh,PERK inhibitor,FXIIa inh
Cc1ccc(SCCC(=O)NCc2ccncc2)cc1,-10.9,-2.5,-1.9,-5.2,-4.1,1.14,-16.1,0.1,5.4
CCn1c(O)c(N=NC(=O)CNc2ccc(C)cc2)c2ccccc21,-7.0,-1.9,1.8,0.5,-11.1,1.62,-0.1,-0.6,2.0
S=C1NCN(Cc2ccco2)CN1,-3.3,0.1,-4.4,1.8,-4.4,-0.326,-6.7,1.2,7.5
O=C(O)/C=C/c1ccc(S(=O)(=O)Nc2ccc(C(=O)NCC(=O)O)cc2)cc1,-14.1,-4.2,1.6,-3.8,-6.3,0.0113,-4.5,0.6,2.0
Cc1ccccc1CNC(=O)c1ccccc1C(=O)O,-1.1,-0.6,-5.7,-0.8,-9.6,0.988,-6.1[20 µM],1.1,6.0
C=CCNC(=O)c1ccc(C)cc1Cl,1.7,0.6,4.0,4.3,0.0,0.199,-26.1,2.1,6.1
CCCCN(CC)C(=O)C1CCC(=O)N(c2ccc(OC)cc2)C1c1ccc(OC)c(OC)c1 (stereo unspecified),·,0.9,2.6,·,·,·,3.0,0.2,·
COc1c(F)c(F)c(C(=O)Nc2ccc(N3CCN(C(C)=O)CC3)c(Cl)c2)c(F)c1F,-0.2,-1.3,-5.1,-6.5,-8.2,-0.238,7.6[20 µM],-0.6,11.4
COc1cc2c(cc1NC(=O)CSc1nnnn1-c1ccccc1)oc1ccccc12,0.0,-3.4,4.7,5.9,-1.5,·,-33.0,1.4,11.1
Cc1ccc(NC(=O)CSc2nc(O)c(Cc3ccccc3)c(=O)n2-c2ccccc2)cc1,-2.2,0.8,-0.6,5.3,-8.7,0.171,-21.3,0.4,0.2
CN(C)CCCN(C(=O)c1ccc(Br)s1)c1nc2cc3c(cc2s1)OCO3,3.7,-3.1,-1.1,-3.3,-6.6,-0.592,-2.7,1.1,5.5
COc1ccc(CCNc2nnc(Sc3nnnn3-c3ccccc3)s2)cc1OC,-5.2,-1.0,1.7,1.6,-15.4,·,-17.9,-0.5,10.2
O=C1CC(N2CCOCC2)C(=O)N1c1ccc2c(c1)OCO2 (stereo unspecified),1.2,-1.5,7.2,-13.2,-4.8,0.889,-17.2[20 µM],0.4,7.1
Cn1c(N)c(C(=O)Nc2ccc3ccccc3c2)sc1=S,3.1,-2.9,7.0,19.2,-7.3,0.263,-11.3[20 µM],-0.2,18.8
C=C(C)Cn1c(-c2ccncc2)n[nH]c1=S,-23.0,0.9,5.4,-8.4,-6.0,0.302,-22.8,0.6,3.2
Cc1c(NC(=O)COC(=O)c2ccc(Br)o2)c(=O)n(-c2ccccc2)n1C,-8.3,4.0,1.3,-6.8,-6.3,0.0891,-4.1,-0.6,1.2
CCOC(=O)CSc1nnc(-c2ccc(S(=O)(=O)NCc3cccs3)cc2)o1,·,-0.9,-7.2,·,·,-0.082,-11.8[20 µM],-0.3,·
COc1cc(OC)c2c(-c3ccccc3)cc(=O)oc2c1C(CC(=O)N1CCN(c2ccccc2)CC1)c1ccc(N(C)C)cc1 (stereo unspecified),1.0,·,·,-0.4,0.2,0.737,-18.9,·,8.1
COc1cccc(OCc2nc3c4cnn(-c5ccccc5)c4ncn3n2)c1,1.0,-2.6,-1.8,12.3,6.1,0.38,-26.0[20 µM],0.0,10.2
Cc1oc(-c2ccccc2)cc1C(=O)NC(Cc1c[nH]c2ccccc12)C(=O)O (stereo unspecified),3.4,-3.7,0.9,2.8,-22.4,-0.326,-6.2,1.1,10.2
Cc1ccc(C(=O)Nc2nnc(-c3ccco3)o2)cc1,-8.6,0.9,-2.6,2.7,-16.0,3.89,-21.8,0.2,13.9
Cc1cc(C)c(C#N)c(Oc2ccccc2)n1,4.1,3.2,-2.4,-1.2,5.0,0.398,-13.9[20 µM],0.3,8.7
Nc1cc2nc3ccccc3oc-2cc1=O,-3.3,-1.4,9.2,-11.8,-2.9,-0.729,5.8,0.5,2.3
O=C(CN1CCN(Cc2ccccc2Cl)CC1)N/N=C/c1cccs1,-5.2,-3.1,2.8,1.2,1.9,-0.84,-22.3,0.9,9.1
CC(/C=N/NC(=O)c1cccc([N+](=O)[O-])c1)=C\c1ccccc1,-5.9,-2.1,-6.2,-12.3,14.6,0.505,14.8[20 µM],0.5,-7.1

# Two of the compounds above, as labelled records:
Molecule: Cc1ccccc1CNC(=O)c1ccccc1C(=O)O
  Thrombin inh = -1.1
  Wee1 stabilizer = -0.6
  p97 inhibitor = -5.7
  FXIa inh = -0.8
  KLK5 inh = -9.6
  Cl transport mod = 0.988
  Furin inh = -6.1[20 µM]
  PERK inhibitor = 1.1
  FXIIa inh = 6.0
Molecule: CCCCN(CC)C(=O)C1CCC(=O)N(c2ccc(OC)cc2)C1c1ccc(OC)c(OC)c1 (stereo unspecified)
  Thrombin inh = ·
  Wee1 stabilizer = 0.9
  p97 inhibitor = 2.6
  FXIa inh = ·
  KLK5 inh = ·
  Cl transport mod = ·
  Furin inh = 3.0
  PERK inhibitor = 0.2
  FXIIa inh = ·

# (next part)
SMILES,Thrombin inh,Wee1 stabilizer,p97 inhibitor,FXIa inh,KLK5 inh,Cl transport mod,Furin inh,PERK inhibitor,FXIIa inh
CCN(c1ccccc1)S(=O)(=O)c1ccc(Cl)c(NC(=O)CN(C)C2CCN(C)CC2)c1,-6.3,-1.3,-5.2,-2.2,-0.5,0.553,-12.0,-1.7,4.8
COc1ccc2nc(C)cc(SCC(NC(C)=O)C(=O)OC(C)C)c2c1 (stereo unspecified),-7.5,-2.5,-0.8,-2.2,11.8,-0.171,-16.1,-0.2,1.4
CC(=O)c1cccc(NC(=O)C(Sc2ncnc3ccccc23)c2ccccc2)c1 (stereo unspecified),-0.6,7.2,7.0,4.1,-5.0,-0.0141,-16.6,-0.6,9.8
O=P(COc1ccccc1)(c1ccccc1)c1ccccc1,-0.6,4.1,2.5,-16.5,9.4,-0.26,-5.6,1.3,10.8
CC1CC(C)CN(C(=O)CCNS(=O)(=O)c2ccc3c(c2)CCC(=O)N3)C1 (stereo unspecified),-1.5,-2.9,0.4,-0.7,-11.7,0.687,-25.4,0.2,10.8
COc1cc(C2C(C#N)=C(N)Oc3c2ccc2ccccc32)ccc1OCC(=O)Nc1cccc(C)c1 (stereo unspecified),-3.7,-2.3,-5.1,-3.6,-5.5,1.15,-3.5,-0.2,6.1
Cc1[nH]nc(Sc2ccccn2)c1[N+](=O)[O-],-1.8,2.5,3.6,6.5,-6.7,0,-21.9,1.1,7.6
Cc1nn2c(-n3ccnc3)c3c(nc2c1-c1ccccc1)CCC3,5.4,3.3,-0.1,1.4,-16.4,-0.0242,-14.8,0.8,18.0
CCN(CC)C(=O)c1ccc(/C=C/c2c[nH]c3ccccc23)[n+](C)c1,-0.3,-5.1,4.1,5.5,-2.4,i,4.6,1.6,10.3
COc1ccc(NS(=O)(=O)c2cc(NC(=O)c3ccc(C)s3)ccc2N2CCOCC2)cc1,3.1,-2.4,-7.0,10.8,7.6,0.445,-6.5,-0.7,13.0
Cc1cc(Cl)ccc1NNC(=O)c1snnc1C,0.9,1.0,5.8,3.8,0.4,0.173,-15.4,-1.0,7.1
COc1ccc(NC(=O)NCCN2CCN(c3cccc(Cl)c3)CC2)cc1,-7.8,-3.9,7.9,-0.3,-6.3,0.228,-22.7,-0.4,16.2
Cc1ccccc1NC(=O)C(c1ccccc1)C1CCCC1 (stereo unspecified),4.3,-2.0,3.9,29.1,-7.5,-0.0992,-16.1,0.9,21.1
CCc1cc(=O)oc2cc(OCC(N)=O)c(Cl)cc12,-6.5,0.4,1.6,7.2,-25.1,·,-24.7[20 µM],0.0,15.6
Cc1cccc(NC(=O)/C(=C\c2ccco2)NC(=O)c2ccccc2)c1,-5.3,-1.5,-3.1,4.9,-17.2,0.0694,5.9[20 µM],-0.6,9.0
CCN(CCn1cccn1)Cc1nc(-c2ccccc2)no1,-4.8,-3.6,-0.5,0.3,·,-0.605,-26.8,0.4,9.8
COc1ccc(CCC(=O)Nc2ccc(C)c(S(=O)(=O)N(C)C)c2)cc1OC,-0.7,-0.5,3.5,3.8,-12.1,-0.00289,-21.6,-0.2,7.0
O=C(CSc1nc2c(cnn2-c2ccccc2)c(=O)[nH]1)N1CCCCC1,-3.7,-0.9,3.0,2.4,1.1,-0.1,-23.8,0.2,6.7
O=C(NCCN1CCc2ccccc2C1)Nc1ccc(F)cc1,-0.5,0.3,6.0,6.5,0.3,-0.134,-22.8,0.6,14.2
CC(=O)N1CC[n+]2c(-c3ccc([N+](=O)[O-])cc3)csc21,-2.6,-3.1,6.3,-0.3,-0.3,-0.556,-13.8,0.5,2.1
COC(=O)c1sccc1NC(=O)c1cc(C)on1,0.5,0.5,1.0,-2.6,-10.1,0.18,-12.4[20 µM],2.1,13.4
CN(c1ccc(C(=O)Nc2ccc(S(=O)(=O)N3CCCC3)cc2)cc1)S(C)(=O)=O,0.6,-2.7,1.1,-2.9,12.1,-1.48,-16.4,-0.9,7.5
Cc1ccc(C)c(N(C(=O)Cn2nnc3ccccc32)C(C(=O)NCc2ccco2)c2ccncc2)c1 (stereo unspecified),-2.0,-3.1,1.6,-5.8,6.4,0.813,-9.8,0.4,-6.6
CCN(CC)CCN1c2ccccc2Sc2ccc3ccccc3c21,-7.9,0.6,3.4,6.5,4.3,-0.0886,-22.4,0.7,1.9
Cc1ccnc2c(N3C(=O)C4C5c6ccccc6C(c6ccccc65)C4C3=O)cccc12 (stereo unspecified),-3.0,0.5,1.6,2.6,2.2,·,-8.2[20 µM],-1.2,15.5
# Additional compounds:
SMILES,Thrombin inh,Wee1 stabilizer,p97 inhibitor,FXIa inh,KLK5 inh,Cl transport mod,Furin inh,PERK inhibitor,FXIIa inh
CCN1C(=O)C2(SC(NC(C)=O)=NN2C(C)=O)c2cc(C)ccc21 (stereo unspecified),0.3,-1.5,-5.4,-6.5,9.5,1.71,-12.6[20 µM],-0.1,1.8
COc1ccc(Br)c2oc(SC)cc(=O)c12,-0.4,-1.3,2.4,13.7,-0.4,-0.762,-8.1,0.0,7.4
Cc1cccnc1Sc1c([N+](=O)[O-])ncn1C,1.8,-0.4,4.9,2.0,-9.1,-0.444,-14.4[20 µM],1.8,12.2
O=[N+]([O-])c1cc(S(=O)(=O)Nc2ccccc2)ccc1N1CCN(c2ccc(O)cc2)CC1,3.4,0.8,4.0,6.0,-11.9,0.428,-21.9,1.8,19.5
COc1cccc(CN(C)CC(=O)Nc2ccccc2C(=O)Nc2ccccc2)c1,-2.7,-0.9,1.6,-2.5,-2.7,1.64,-17.4,0.1,2.2
CC(=O)Nc1ccc(S(=O)(=O)NCc2csc(-c3cccnc3)n2)cc1,-5.5,4.7,-2.7,-5.3,6.9,3.23*,-20.1[20 µM],-0.2,-7.4
CCOC(=O)C1=C(CN2CCCCCC2)NC(=O)NC1c1cccc([N+](=O)[O-])c1 (stereo unspecified),30.2,6.4,-3.0,8.5,·,0.42,-15.4,1.2,22.2
Cc1cc(C(=O)NNS(=O)(=O)c2cccc(Cl)c2)nn1C(C)(C)C,2.1,3.0,1.6,10.3,5.9,0.426,-32.3,0.0,10.8
CC(C)CCNc1nc2c(c(=O)[nH]c(=O)n2C)n1CC(O)COC(C)C (stereo unspecified),-13.6,-0.5,-1.6,-9.3,-17.8,0.221,-13.2[20 µM],-0.6,-8.4
O=C(Nc1ccc(F)cc1)c1ccc(COc2ccccc2)cc1,-3.0,-1.2,6.1,8.6,-4.7,-0.012,-20.7,1.2,3.8
COC(=O)CNS(=O)(=O)c1ccc(C)cc1,1.7,1.9,7.9,3.5,1.5,0.45,-14.2[20 µM],0.4,6.7
